Screens (PubChem)
Rac1 GTP hydrolysis: MgcRacGAP GTPase-activating activity inhibitors, confirmation, biochemical, ADP Hunter fluorescence; MgcRacGAP-stimulated Rac1 GTP hydrolysis, ADP Hunter fluorescence; higher % means a stronger effect; GST-tagged Rac1 F28L mutant substrate; inhibition, % at 30 µM; hits with a dose series show IC50 in µM; hit rate 0.6% among 340,000; AID 624330;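 active = first-screen hits whose inhibition reached a set limit at any dose in the follow-up dose series; inconclusive = inhibition above the set first-screen limit but never retested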;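 note: fluorescence reports GDP produced by GAP-driven GTP hydrolysis; strong numbers were not always called active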
NTR1 agonist: agonists of NTR1, primary screen, imaging, U2OS cells, beta-arrestin-GFP, high content (AID 493036) | P30989 | NTR1-U2OS beta-arrestin-GFP spot imaging, agonist mode | activation, % at 20 µM | hit rate 0.17% among 330,000;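 active = activation at or above 40% of the spot to cytoplasm intensity ratio, with at least 20 cells analyzed; inconclusive = wells under 20 cells, flagged as cytotoxic or low count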;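 note: 0% = DMSO without peptide and 100% = 100 nM NTR1 peptide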
Target sequence (P30989 whole entry, looked up): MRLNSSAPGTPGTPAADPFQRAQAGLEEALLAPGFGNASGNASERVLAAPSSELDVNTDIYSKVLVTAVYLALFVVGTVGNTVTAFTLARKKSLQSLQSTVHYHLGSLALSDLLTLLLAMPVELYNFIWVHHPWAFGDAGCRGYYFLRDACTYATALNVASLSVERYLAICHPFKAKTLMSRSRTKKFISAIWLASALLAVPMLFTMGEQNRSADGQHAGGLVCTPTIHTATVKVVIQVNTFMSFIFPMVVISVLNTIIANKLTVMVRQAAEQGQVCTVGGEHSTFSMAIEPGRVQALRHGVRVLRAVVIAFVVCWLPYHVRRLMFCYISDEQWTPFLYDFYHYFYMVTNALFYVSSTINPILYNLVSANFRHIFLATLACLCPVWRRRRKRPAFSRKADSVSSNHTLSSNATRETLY
Large T inhibition: TAg ATPase/helicase activity blockers – biochemical (AID 1903). SV40 large T antigen ATPase/helicase inhibition assay; higher % means a stronger effect. inhibition, % at 20 µM, or IC50 in µM where a hit was titrated. hit rate 0.39% among 310,000; in the data active = a potency from the dose series; inconclusive = inhibition mostly from about 32% at the one dose, without a potency; inactive = the rest, 99 in 100 with inhibition below about 32%; note: strong numbers were not always called active
RSV antiviral HEp-2: inhibition of RSV-induced cytopathic effect – HEp-2 cells, primary 10 µM value included (AID 2391) | HEp-2 cells, RSV-induced CPE inhibition; higher % means a stronger effect | CPE inhibition, % at 10 µM, or IC50 in µM where a hit was titrated | hit rate 0.13% among 310,000; in the data active = a potency from the dose series; inconclusive = CPE inhibition mostly from about 23% at the one dose, without a potency; inactive = the rest, 99 in 100 with CPE inhibition below about 21%; note: strong numbers were not always called active
Dengue-2 NS5 capping: Dengue-2 NS5 methyltransferase inhibitors, primary screen, biochemical, confirmation dose response (AID 588689); Dengue-2 NS5 methyltransferase capping enzyme assay, biochemical; higher % means a stronger effect; inhibition, % at 25 µM, or IC50 in µM where a hit was titrated; hit rate 0.3% among 340,000; in the data active = a potency from the dose series; inconclusive = inhibition above about 29% without an active follow-up result
T cell HTS: modulates CD8 T cell binding to vesicles | 2C CD8+ T cell-vesicle binding, flow cytometry; stronger effect = lower value | calls only at 7 µM | hit rate 0.068% among 330,000 | AID 2052;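 active = response, share of CD8 T cells binding vesicles, and their 90th percentile fluorescence all below set limits, cut at about 80% in these data, passing the limit was not always enough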
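Material: 2C TCR transgenic mouse naive CD8+ T cells, MACS-purified. Also added: QL9-charged Drosophila Ld/ICAM-1/B7-1 vesicles. Timing: binding 1.5 h at 37 °C. Measured by: high-throughput flow cytometry with anti-B7-1 and anti-CD8 staining. Read-out: percent CD8+ FL2 mean versus row control. Controls: Unloaded micro-vesicles (low), QL9 vesicles with 0.7% DMSO (high).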
West Nile antiviral: West Nile virus antiviral activity, cell-based, CPE readout (AID 1621); West Nile virus-infected cells, CPE inhibition; higher % means a stronger effect; CPE inhibition, % at 10 µM, or IC50 in µM where a hit was titrated; hit rate 0.02% among 290,000; in the data active = a potency from the dose series; inconclusive = CPE inhibition mostly from about 3.7% at the one dose, without a potency; inactive = the rest, 99 in 100 with CPE inhibition below about 2.2%; note: strong numbers were not always called active
Salmonella PhoP GFP: inhibitors of PhoP regulon expression, primary screen, Salmonella Typhimurium, GFP reporter (AID 1863). S. Typhimurium PhoP-regulated promoter GFP reporter, 4 h; higher % means a stronger effect. inhibition, % at 50 µM, or IC50 in µM where a hit was titrated. hit rate 0.16% among 300,000;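 active = inhibition over 29.93%, a cutoff 3 SD above the screen mean, later confirmed by dose response; inconclusive = inhibition over 29.93% but no dose response follow-up; inactive = inhibition at most 29.93% or unconfirmed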;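 note: 0% = low Mg2+ inducing control and 100% = high Mg2+ repressing control; strong numbers were not always called active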
K1F lysis inhibition: inhibition of K1F phage lysis, E. coli UTI89, bacterial capsule biogenesis inhibitors, alamar blue (AID 488966) | E. coli UTI89 K1F phage lysis, alamar blue, 2 h; higher % means a stronger effect | one-dose inhibition, % at 100 µM; IC50 in µM for titrated hits | hit rate 0.02% among 340,000;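 active = phage lysis inhibition, versus mean bacterial control, above a set limit; inconclusive = no clear call, values can overlap the other calls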;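 note: capsule biogenesis inhibitors block K1F phage lysis so surviving cells raise fluorescence; higher fluorescence means more inhibition of phage lysis; actives were called in the ten point dose series up to 300 µM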
T cell HTS vesicle-bound %: recorded beside T cell HTS, whose call it bears; double positive events, %; measured here: CD8+ vesicle-bound cell fraction;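 binding gate set so that unloaded-vesicle control wells show 10% double positive cells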
NTR1 agonist cell count 20 µM: further read-out of NTR1 agonist, marked with its call; cell count; measured here: cell count, cytotoxicity flag
Numbers without * were called inactive; [ ] = another dose, or the depositor's remark. This is a random part of the collection. About 1.5% of those tested had a hit in this group.

What do the screens show for `CN1CCN(C(=O)C2=C[C@H](c3ccc4c(c3)OCO4)C[C@H](OCc3ccc(CO)cc3)O2)CC1`?
Rac1 GTP hydrolysis: 11%; NTR1 agonist: -0.6; Large T inhibition: 4%; RSV antiviral HEp-2: 0.1%; Dengue-2 NS5 capping: -4%; T cell HTS: inactive; West Nile antiviral: -0.1%; Salmonella PhoP GFP: -6%; K1F lysis inhibition: 1.2%; T cell HTS vesicle-bound %: 48; NTR1 agonist cell count 20 µM: 88

What do the screens show for `CC(C)(C)C(=O)OCc1nc(-c2ccc(Cl)cc2)cs1`?
Rac1 GTP hydrolysis: 4%; NTR1 agonist: 1.1; Large T inhibition: 4%; RSV antiviral HEp-2: 4.3%; Dengue-2 NS5 capping: 8%; T cell HTS: inactive; West Nile antiviral: 0.2%; Salmonella PhoP GFP: -9%; K1F lysis inhibition: inconclusive; T cell HTS vesicle-bound %: 31; NTR1 agonist cell count 20 µM: 40

What do the screens show for `O=C(Nc1ccc2c(c1)C(=O)OC2)c1ccc(C(F)(F)F)cc1`?
Rac1 GTP hydrolysis: 4%; NTR1 agonist: -0.3; Large T inhibition: 57%; RSV antiviral HEp-2: 1.1%; Dengue-2 NS5 capping: -7%; T cell HTS: inactive; West Nile antiviral: -0.2%; Salmonella PhoP GFP: 2%; K1F lysis inhibition: 0.2%; T cell HTS vesicle-bound %: 52; NTR1 agonist cell count 20 µM: 32

What do the screens show for `CCN(CCCNC(=O)CC(C(=O)N1CCc2ccccc21)n1ccnc1)c1cccc(C)c1` (stereo not given)?
Rac1 GTP hydrolysis: 18%; NTR1 agonist: 1.2; Large T inhibition: 22%; RSV antiviral HEp-2: -0.2%; Dengue-2 NS5 capping: -7%; West Nile antiviral: 0.2%; Salmonella PhoP GFP: 0%; K1F lysis inhibition: 1.6%; NTR1 agonist cell count 20 µM: 63

How did O=C1N/C(=N/Nc2ccccc2)S/C1=C\c1ccccc1 do in these assays?
Rac1 GTP hydrolysis: 17%; NTR1 agonist: 2.0; Large T inhibition: 15%; RSV antiviral HEp-2: 1.3%; Dengue-2 NS5 capping: 18%; T cell HTS: inactive; Salmonella PhoP GFP: -16%; K1F lysis inhibition: inconclusive; T cell HTS vesicle-bound %: 13; NTR1 agonist cell count 20 µM: 44

Results for Cc1ccc(Cl)cc1NC(=O)CN1CCN(S(=O)(=O)N2CCOCC2)CC1 ?
Rac1 GTP hydrolysis: 10%; NTR1 agonist: 0.4; Large T inhibition: 5%; RSV antiviral HEp-2: 2.4%; Dengue-2 NS5 capping: 0%; T cell HTS: inactive; West Nile antiviral: -0.6%; Salmonella PhoP GFP: 10%; K1F lysis inhibition: 0.0%; T cell HTS vesicle-bound %: 8; NTR1 agonist cell count 20 µM: 52

What do the screens show for `CCCN(CCC)CCOc1cc(C)ccc1C(C)C`?
Rac1 GTP hydrolysis: 18%; NTR1 agonist: 0.3; Large T inhibition: 7%; RSV antiviral HEp-2: 0.2%; Dengue-2 NS5 capping: 2%; T cell HTS: inactive; West Nile antiviral: -0.6%; Salmonella PhoP GFP: 5%; K1F lysis inhibition: 1.6%; T cell HTS vesicle-bound %: 37; NTR1 agonist cell count 20 µM: 50

How did O=C(COC(=O)c1cc[n+]([O-])cc1)Nc1ccc(Cl)cc1Cl do in these assays?
Rac1 GTP hydrolysis: 0%; NTR1 agonist: -1.6; Dengue-2 NS5 capping: 4%; T cell HTS: inactive; K1F lysis inhibition: 0.6%[50 µM]; T cell HTS vesicle-bound %: 54; NTR1 agonist cell count 20 µM: 53

What do the screens show for `Cc1cc(Nc2cc(Cl)nc(Sc3ccc(NC(=O)C4CC4)cc3)n2)n[nH]1`?
Rac1 GTP hydrolysis: 2%; NTR1 agonist: 19; Large T inhibition: 13%; RSV antiviral HEp-2: -3.0%; Dengue-2 NS5 capping: 0%; T cell HTS: inactive; West Nile antiviral: 0.5%; K1F lysis inhibition: -1.9%; T cell HTS vesicle-bound %: 14; NTR1 agonist cell count 20 µM: 54

What do the screens show for `c1cncc(-c2nc(-c3cccs3)cs2)c1`?
Rac1 GTP hydrolysis: 10%; NTR1 agonist: -0.4; Large T inhibition: 12%; RSV antiviral HEp-2: 11%; Dengue-2 NS5 capping: -1%; T cell HTS: inactive; West Nile antiviral: 0.1%; Salmonella PhoP GFP: 24%; K1F lysis inhibition: 1.1%; T cell HTS vesicle-bound %: 8; NTR1 agonist cell count 20 µM: 44

Results for Cc1cccc(NC(=O)/C(C#N)=C/c2cccc([N+](=O)[O-])c2)n1 ?
Rac1 GTP hydrolysis: 4%; NTR1 agonist: 2.5; Large T inhibition: 11%; RSV antiviral HEp-2: 0.7%; Dengue-2 NS5 capping: -12%; T cell HTS: inactive; West Nile antiviral: -1.0%; K1F lysis inhibition: 0.0%; T cell HTS vesicle-bound %: 29; NTR1 agonist cell count 20 µM: 96

What do the screens show for `O=C(NCc1ccc(/C=c2\sc3n(c2=O)CCN=3)o1)C(=O)Nc1ccccc1`?
Large T inhibition: 12%; RSV antiviral HEp-2: -2.1%; T cell HTS: inactive; West Nile antiviral: -1.0%; Salmonella PhoP GFP: 6%; T cell HTS vesicle-bound %: 45

Results for Cc1cccc(N2C(=O)SC(SC(=Nc3ccccc3)Nc3ccccc3)C2=O)c1 (stereo not given) ?
Rac1 GTP hydrolysis: -6%; NTR1 agonist: 0.8; Large T inhibition: 4%; RSV antiviral HEp-2: 5.2%; Dengue-2 NS5 capping: 0%; T cell HTS: inactive; West Nile antiviral: 0.2%; Salmonella PhoP GFP: -1%; K1F lysis inhibition: 0.7%; T cell HTS vesicle-bound %: 43; NTR1 agonist cell count 20 µM: 53

How did Nc1cc(=O)[nH]c(SCC(=O)Nc2ccc(S(=O)(=O)N3CCCCC3)cc2)n1 do in these assays?
Rac1 GTP hydrolysis: 6%; NTR1 agonist: 1.4; Large T inhibition: 8%; RSV antiviral HEp-2: 3.5%; Dengue-2 NS5 capping: 5%; T cell HTS: inactive; West Nile antiviral: 0.1%; Salmonella PhoP GFP: -10%; K1F lysis inhibition: -3.0%; T cell HTS vesicle-bound %: 49; NTR1 agonist cell count 20 µM: 81

Results for Cc1ccc(C(=O)Nc2ccc3cn[nH]c3c2)cc1S(=O)(=O)N1CCOCC1 ?
Rac1 GTP hydrolysis: 12%; NTR1 agonist: 3.2; Large T inhibition: 12%; RSV antiviral HEp-2: 3.4%; Dengue-2 NS5 capping: -1%; T cell HTS: inactive; West Nile antiviral: 0.2%; Salmonella PhoP GFP: -1%; K1F lysis inhibition: 0.1%; T cell HTS vesicle-bound %: 37; NTR1 agonist cell count 20 µM: 61

Results for COc1cccc(CC2(CO)CCN(Cc3cnc(-c4cccc(C)c4)nc3)CC2)c1 ?
Rac1 GTP hydrolysis: 3%; NTR1 agonist: 7.6; Large T inhibition: 12%; RSV antiviral HEp-2: 14%; Dengue-2 NS5 capping: 0%; T cell HTS: inactive; West Nile antiviral: -2.2%; Salmonella PhoP GFP: -13%; K1F lysis inhibition: 0.5%; T cell HTS vesicle-bound %: 10; NTR1 agonist cell count 20 µM: 30

Results for CN(C)/C=C/C(=O)c1cnc(-c2ccccn2)s1 ?
Rac1 GTP hydrolysis: 7%; NTR1 agonist: 0.1; Large T inhibition: 11%; RSV antiviral HEp-2: 1.3%; Dengue-2 NS5 capping: -3%; T cell HTS: inactive; West Nile antiviral: 0.7%; Salmonella PhoP GFP: 2%; K1F lysis inhibition: 1.5%; T cell HTS vesicle-bound %: 40; NTR1 agonist cell count 20 µM: 65

Results for Cn1cccc1C(=O)C(=O)Nc1ccc(F)c(F)c1 ?
Rac1 GTP hydrolysis: 4%; NTR1 agonist: 3.1; Large T inhibition: 9%; RSV antiviral HEp-2: 0.0%; Dengue-2 NS5 capping: -14%; T cell HTS: inactive; West Nile antiviral: 1.1%; Salmonella PhoP GFP: -1%; K1F lysis inhibition: 0.3%; T cell HTS vesicle-bound %: 38; NTR1 agonist cell count 20 µM: 38

How did CCn1c(O)c(/C=C2\C=Nc3ccccc32)sc1=Nc1ccccc1 do in these assays?
Rac1 GTP hydrolysis: 11%; NTR1 agonist: 5.0; Large T inhibition: 10%; RSV antiviral HEp-2: 4.9%; Dengue-2 NS5 capping: 1%; T cell HTS: inactive; West Nile antiviral: inconclusive; Salmonella PhoP GFP: -6%; K1F lysis inhibition: 0.4%; T cell HTS vesicle-bound %: 5; NTR1 agonist cell count 20 µM: 44

Results for Cc1ccc(O)c(C2=Nc3ccccc3N=C(c3cccc([N+](=O)[O-])c3)C2)c1 ?
Rac1 GTP hydrolysis: 11%; NTR1 agonist: 0.0; Large T inhibition: 11%; RSV antiviral HEp-2: 8.7%; Dengue-2 NS5 capping: -3%; T cell HTS: inactive; West Nile antiviral: 0.3%; Salmonella PhoP GFP: -2%; K1F lysis inhibition: 0.3%; T cell HTS vesicle-bound %: 53; NTR1 agonist cell count 20 µM: 91

What do the screens show for `Cc1cc2nc(-c3cc(N4CCOCC4)ccc3[N+](=O)[O-])ccn2n1`?
Rac1 GTP hydrolysis: 4%; NTR1 agonist: 1.2; Large T inhibition: 10%; RSV antiviral HEp-2: -0.3%; Dengue-2 NS5 capping: -2%; T cell HTS: inactive; West Nile antiviral: 0.1%; Salmonella PhoP GFP: -4%; K1F lysis inhibition: 0.2%; T cell HTS vesicle-bound %: 46; NTR1 agonist cell count 20 µM: 55

Results for CCN(CC)c1ccc(NC(=S)NC(=O)c2cccs2)cc1 ?
Rac1 GTP hydrolysis: 26%; NTR1 agonist: 30; Large T inhibition: 10%; RSV antiviral HEp-2: inconclusive; Dengue-2 NS5 capping: 14%; T cell HTS: inactive; West Nile antiviral: -0.5%; Salmonella PhoP GFP: -4%; K1F lysis inhibition: 0.2%; T cell HTS vesicle-bound %: 9; NTR1 agonist cell count 20 µM: 42
